# S2 tox: cell viability loss in ATXN counter-screen; Potency, µM (series often up to 56.7 µM), hits mostly cytotoxic; 400,000 tested, 0.49% active; S2 cells (HEK-293 line with an ATXN2-luciferase reporter) viability, CellTiter-Fluor protease fluorescence, 24 h; note: potency is the fitted concentration of half-maximal effect; nearly all actives have a fitted effect of over 40% in size
# ATXN2 expr inh: inhibitors of ATXN2 expression. HEK-293 ATXN2-luciferase reporter, luminescence, 24 h. Potency, µM (titrated, usually from 57 µM), for the others: top-dose activity change, negative = inhibition, actives largely listed as inhibitors. 360,000 tested, 0.72% active. AID 1745845; note: potency is the fitted concentration of half-maximal effect; % is set by controls: 0 for no effect and ±100 for the full control effect; nearly all actives have a fitted effect of over 55% in size
#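 qHTS (up to 57 uM final) was run with 24 h compound exposure of reporter cells at 37 °C. Each well was multiplexed: SteadyGlo luminescence measured ATXN2-luciferase expression after a fluorogenic Gly-Phe-AFC viability readout (25 uM final).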
# KB-3-1 cytotox: kills parental KB-3-1 adenocarcinoma cells; KB-3-1 viability, CellTiter-Glo ATP luminescence, 72 h; Potency, µM (top dose mostly 46.1 µM), for the others: at the top dose activity change, negative = cytotoxic, most hits filed as cytotoxic; 400,000 tested, 1.4% active; note: potency is the fitted concentration of half-maximal effect; % is set by controls: 0 for no effect and ±100 for the full control effect; nearly all actives have a fitted effect of over 60% in size
#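 Screening of KB-3-1 cells (DMEM, 10% FBS, phenol-red free) ran from lowest to highest compound concentration; after 72 h at 37 °C viability was read luminescently and curves fitted.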
# SW480 rereplic: inducers of DNA re-replication in SW480 colon cancer cells; SW480 DNA re-replication, Hoechst DNA content imaging, 48 h; Potency, µM (highest dose often 46.1 µM), for the others: at the highest dose re-replication activation, usual class: activators; 340,000 tested, 1.8% active; AID 624297; note: potency is the fitted concentration of half-maximal effect; % of control where 0% means no effect; nearly all actives have a fitted effect of over 55% in size
#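 250 cells/well; 23 nL cpd via pin tool; 48 hr, 37 C, 5% CO2; Hoechst 40 min; imager read of total nuclear intensity, ex 405/em 500-530 nm.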
# IL1B secr inh: blocks inflammasome-driven IL-1 beta release | THP-1 LPS/ATP IL-1B secretion, AlphaLISA, 16 h; active compounds read low | activity change, % at 57.5 µM | 360,000 tested, 4.7% active | AID 743279; in the data active = activity change below about -50%; inconclusive = mostly about -30% to -49%; note: % is set by controls: 0 for no effect and ±100 for the full control effect
#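 Secreted IL-1B measured by AlphaLISA bead assay after 16 h compound exposure of THP-1 cells; compounds (final up to 57.5 uM) added 1 h before LPS (250 ng/mL) and ATP (1.25 mM) stimulation; lower signal means less secretion.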
# MCF10A rereplic: DNA re-replication induction in MCF 10a cells | 350,000 tested, 2.9% active | MCF 10A DNA re-replication, Hoechst nuclear intensity, 48 h | Potency, µM (titrated, usually from 46.1 µM), for inactives: top-dose activity, positive = re-replication, hits mostly activators; note: potency is the fitted concentration of half-maximal effect; % of control where 0% means no effect; nearly all actives have a fitted effect of over 50% in size
# HT1080 IDH1KD tx: kills HT-1080 cells with IDH1 knockdown | HT-1080 IDH1 knockdown viability, ATP luminescence, 48 h | Potency, µM (doses to about 46.1 µM), for the others: at the highest dose activity, negative = toxicity, usual class: cytotoxic | 360,000 tested, 2% active | AID 686971;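 note: potency is the fitted concentration of half-maximal effect; 0% = DMSO wells and -100% = cell-free medium wells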
#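 CellTiter-Glo luminescence after 48 h compound exposure at 37 degrees C of IDH1-knockdown HT-1080 cells in 5% FBS RPMI. %Activity scaled between DMSO wells and cell-free media wells, with curves fitted and assigned curve classes.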
# KB-V1 cytotox: KB-V1 MDR subline cytotoxicity; 400,000 tested, 3.4% active; AID 1347076; Potency, µM (top dose mostly 46.1 µM), without a hit: at the highest dose activity change, negative = cytotoxicity, actives largely listed as cytotoxic; KB-V1 MDR cells viability, CellTiter-Glo, 72 h; note: potency is the fitted concentration of half-maximal effect; % is set by controls: 0 for no effect and ±100 for the full control effect; nearly all actives have a fitted effect of over 60% in size
#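 In this primary screen, KB-V1 cells overexpressing P-gp are incubated with library compounds (lowest to highest concentration) for 72 h at 37 degrees C before a luminescent ATP viability read.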
# HT1080-NT tox: kills 2HG-producing HT-1080-NT fibrosarcoma cells; HT-1080-NT fibrosarcoma viability, CellTiter-Glo ATP luminescence, 48 h; Potency, µM (series often up to 46.1 µM), without a hit: at the top dose activity, negative = less viability, actives largely listed as cytotoxic; 360,000 tested, 1.6% active; AID 686970;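 note: NT is the 2HG producing partner of a matched IDH1 knockdown line; potency is the fitted concentration of half-maximal effect; 0% = DMSO-treated cells and -100% = media-only wells without cells; nearly all actives have a fitted effect of over 55% in size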
#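 Compounds were tested in concentration-response format on HT-1080-NT cells for 48 hours at 37 degrees C. Cell viability came from CellTiter-Glo luminescence; curves were classified by r2, response magnitude and activity.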
# Starred values were filed as active, the others as inactive; i = inactive; ? = inconclusive; / = no result given; [ ] = dose if it differs, or a comment. Unless noted, calls come from the whole dose curve; as a rule, active = well fitted curve in the direction sought with a large enough effect; inconclusive = small, poorly fitted or top-dose-only effect, or another doubt; inactive = no such curve, though single readings can be large; an effect the other way counts as inactive or inconclusive.
SMILES,S2 tox,ATXN2 expr inh,KB-3-1 cytotox,SW480 rereplic,IL1B secr inh,MCF10A rereplic,HT1080 IDH1KD tx,KB-V1 cytotox,HT1080-NT tox
C/C(N)=C(/C#N)C(=O)COC(=O)c1cc(-c2cccc3ccccc23)nc2ccccc12,i,-18%,2%,0%,9,13%,-2%,1%,-13%
Fc1ccc(CCNc2ncnc3[nH]ncc23)cc1,i,22%,12µM*,-4%,1,2%,-10%,4.1µM*,1%
Nc1ccc(-c2ccc(N)c([N+](=O)[O-])c2)cc1[N+](=O)[O-],?,/,-2%,-41%[inhibitor],-21,3%,-4%,2%,0%
CCC12CN3CC(C)(CN(C1)C3c1c(C)[nH]c3ccccc13)C2=O (centres undefined),i,10%,-2%,/,/,/,/,14%,/
CCCNC(=O)CSc1nnc(-c2ccco2)n1C,i,19%,0%,8%,12,-3%,?,9%,3%
Cc1ccccc1OCC(=O)Nc1ccc2c(c1)C(=O)N(CCC(=O)O)C2=O,i,-3%,0%,0%,10,5%,13%,6%,0%
O=C(/C(=C/c1ccccc1)n1cncn1)c1ccc(Cl)cc1Cl,i,1%,?,?,-100*,?,-9%,?,11%
C=CC(=O)NC(NC(=O)C=C)c1ccccc1F,i,24%,-19%,0%,?,?,11%,-14%,12%
CC(=O)c1c(COC(=O)c2ccco2)nc2ccccc2[n+]1[O-],i,9%,24%,-14%,28,3%,7%[9.24 µM],3%,5%
O=C(Nc1ccc2c(c1)OCCO2)C(CCc1ccccc1)N(Cc1ccccc1)Cc1ccccc1 (centres undefined),?,2%,0%,/,4,/,-5%,21%,7%
COC(=O)C(NS(=O)(=O)c1cccc(S(=O)(=O)NC(C(=O)OC)c2ccccc2)c1)c1ccccc1 (centres undefined),i,0%,-14%,-13%,19,15%,9%,-5%,14%
CCSc1nnc(NC(=O)Cc2ccc(OC)c(S(=O)(=O)N3CCOCC3)c2)s1,i,-2%,8%,-2%,39,3%,4%,10%,-1%
O=c1oc2cc(OCc3c(F)c(F)c(F)c(F)c3F)ccc2cc1-c1ccccn1,?,-17%,0%,3%,1,19%,13%,-8%,8%
COc1ccc(OCC(O)CNC(=O)Nc2cccc3ccccc23)cc1 (centres undefined),i,-25%,11%,-7%,2,6%,1%,3%,-11%
CCc1cccc2c(C(=O)COC(=O)/C=C/c3ccc(O)c(OC)c3)c[nH]c12,i,-22%,17%,22%,?,-52%[inhibitor],?,-29%,-13%
Cc1cc(C)c(S(=O)(=O)NCCc2cc3cc(C)c(C)cc3[nH]c2=O)c(C)c1,i,4%,-2%,/,/,/,/,27%,/
Cc1ccccc1Cn1c(Cc2ccccc2)nc2ccccc21,i,-9%,-12%,8%,-20,12%,1%,?,0%
CCOC(=O)Cc1csc(NC(=O)Nc2ccc(C)cc2)n1,i,11%,9%,-51%[inhibitor],?,-8%,-10%,-29%,7.3µM*
Cc1oc(-c2ccccc2F)nc1CS(=O)(=O)CC(=O)NCCc1ccc(Cl)cc1,i,-6%,0%,/,/,/,/,7%,/
CN(C)c1ccc(CC2C(=O)Nc3ccccc32)cc1 (centres undefined),i,46%[activator],7%,1%,-14,2%,2%,22%,3%
O=C(CCCCCN1C(=O)[C@@H]2Cc3ccccc3CN2C1=O)NCCc1ccccc1,i,6%,13%,2%,68,-39%[inhibitor],4%,18%,7%
CCOc1ccc(NCc2cccn2-c2nnc(N3CCC(C(=O)NCCCN4CCCCC4C)CC3)s2)cc1 (centres undefined),i,/,3%,?,?,29%,-10%,8%,-13%
Cn1c(Oc2ccccc2NCc2cc(Br)ccc2O)cc(=O)n(C)c1=O,i,-7%,?,-2%,9,-3%,?,-11%,?
C[C@]12c3[nH]c4ccccc4c3CCN1C(=O)C(CC(=O)NCCCn1ccnc1)C[C@@H]2C(=O)N1CCCCC1 (some centres undefined),i,1%,3%,-9%,-5,18%,1%,1%,2%
Cc1oc(-c2ccc(Cl)cc2)nc1CN1CCCC(C(=O)NCCCN2CCOCC2)C1 (centres undefined),i,-23%,?,11%,-4,?,?,18µM*,-12%
COc1ccc(NC(=O)COC(=O)C2C3CC4OC(=O)C2C4C3)cc1 (centres undefined),i,14%,-1%,-3%,-1,1%,-2%,29%,5%
CC(C)(C)c1ccc(C(=O)NC(=O)CSc2n[nH]c(N)n2)cc1,i,3%,2%,?,-1,-1%,0%,3%,-3%
CC(NC(=O)COC(=O)CCc1nc(=O)c2ccccc2n1C)c1ccccc1 (centres undefined),i,5%,0%,0%,2,-14%,0%,3%,0%
Cc1nnc2sc(-c3ccncc3)nn12,i,3%,0%,-1%,0,5%,3%,14%,0%
CCCN(C(=O)CSc1nnnn1C)c1c(N)n(Cc2ccccc2)c(=O)[nH]c1=O,i,/,4%,-11%,8,15%,-6%,6%,5%
CCOC(=O)CC1CCCCN1C(=O)c1ccc2nc(CCOC)oc2c1 (centres undefined),i,7%,-21%,-1%,6,-4%,6%,-9%,3%
O=C(COC(=O)c1cc(S(=O)(=O)N2CCCC2)ccc1O)Nc1ccccc1Br,i,-1%,?,-5%,24,-1%,-2%,-17%,-2%
COCCCN1CCc2nc(SCC(=O)Nc3ccc(C)c(Cl)c3)[nH]c(=O)c2C1,i,-1%,-15%,/,/,/,/,-20%,/
CCn1nnnc1SCC(=O)Nc1sc(C)c(C)c1C#N,i,-3%,3%,0%[9.22 µM],-5,0%,-1%,-4%,6%
Cc1cccc(Nc2nc(OCC#N)nc(N(C)C)n2)c1,i,1%,?,10%,38,-7%,-4%,?,-15%
CN(CCc1ccccc1)C(=O)c1cccc(NC(=O)Cc2cccc(NC(=O)C3CCN(C(=O)c4ccccc4)CC3)c2)c1,i,-13%,-22%,20%[9.22 µM],-5,-6%,-5%,-2%,-3%
COc1cccc2sc(N3CCN(c4nc5ccccc5s4)CC3)nc12,?,?,-3%,9%,-9,?,12%,?,18%
O=C1CCCN1CCCNc1nc(NCc2ccccc2)nc2ccsc12,i,-9%,0%,/,?,/,-11%,?,-8%
O=C(CN(c1ccc(F)cc1)S(=O)(=O)c1ccc2c(c1)OCCO2)Nc1ccccc1,/,/,-6%,-13%,-15,5%,-17%,0%,-5%
COc1ccccc1N1CCN(CCCCOc2c(OC)cccc2OC)CC1,i,-22%,6%,0%,-21,1%,-23%,-19%,-12%
CCOc1ccc2nc(S(=O)(=O)NC(=O)C3(C)CCN3C(=O)c3cccc(F)c3)sc2c1 (centres undefined),i,8%,0%,/,14,/,29%,3%,-2%
Cc1cccc(-c2sc(Nc3ccccc3)n[n+]2-c2ccc(F)cc2)c1,i,10%,-1%,-1%,12,-3%,-29%,26%,-17%
N#Cc1c(-c2ccccc2)nc(-c2ccccc2)nc1N1CCOCC1,i,3%,-1%,-5%,?,?,13%,-2%,5%
COc1ccc(/C=C(\NC(=O)c2ccccc2)C(=O)N2CCN(C)CC2)cc1OC,i,1%,10%,-5%,9,0%,1%,8%,4%
Cc1ccc(C2(C)NC(=O)N(CC(=O)Nc3ccccc3N3CCCCC3)C2=O)cc1 (centres undefined),i,2%,3%,5%,?,7%,2%,-32%,1%
COc1ccccc1C1=NOC(Cn2c(=O)c3c(ncn3C)n(C)c2=O)C1 (centres undefined),i,4%,-4%,1%,0,20%,-3%,-7%,-2%
O=C(c1cccc(Cl)c1)N1CCN(Cc2ccc3c(c2)OCO3)CC1,i,-30%,0%,-4%,-9,-5%,7%,-15%,8%
CC(=O)Nc1ccc(OCC(O)Cn2cncn2)cc1 (centres undefined),i,-14%,1%,4%,18,3%,18%,?,18%
Cc1ccc2[nH]c(-c3ccccc3)c(CN(C)C)c(=O)c2c1,i,24%,-7%,0%,23,1%,-22%,-18%,-7%
O=Cc1c(C(=O)O)n(CC(=O)O)c2ccccc12,i,6%,0%,/,0,-2%,14%,1%,13%
N#C/C(=C\C=C\c1ccccc1)C(=O)NCc1cccnc1,i,-16%,?,30%,-89*,?,?,?,?
CCN(CC)CCn1c(C)nc2ccccc21,i,-2%,9%,?,44,-1%,16%,10%,-10%
O=C(CN1C(=O)NC2(CCCC2)C1=O)Nc1nc2ccc(F)cc2s1,i,6%,0%,4%,-8,16%,-1%,-1%,-3%
N#Cc1c2ncn(CC(=O)c3ccc(Br)cc3)c(=O)c2c2n1CCC2,i,-8%,2%,1%,4,-3%,3%,11%,14%
CCCc1cc(=O)[nH]c(/N=C(/NC(=O)C(C)N2C(=O)c3ccccc3C2=O)Nc2ccccc2)n1 (centres undefined),i,-9%,15%,-7%,31,1%,-4%,6%,-3%
Cc1ccc(NCc2ccncc2)c(Br)c1,i,-2%,-6%,-4%,5,-3%,5%,26%,?
CN(C)C(=O)CSc1nc2ccccc2n1CC(=O)N1CCN(c2ccccc2)CC1,i,0%,-2%,?,?,18%,5%,-7%,6%
Cc1ccc(/C=N/NC(=O)CN2CCN(Cc3ccccc3)CC2)o1,i,/,-14%,-16%,-12,-2%,3%,-2%,0%
CCC(C)(C)n1nnnc1CN1CCc2ccccc21,i,-10%,1%,0%[9.22 µM],10,?,12%,-2%,-5%

# Source: PubChem BioAssay (National Center for Advancing Translational Sciences (NCATS))

# Not a hit list. Share with any hit: about 11%.
